Bioassay records: PubChem BioAssay, Sanford-Burnham Center for Chemical Genomics
CHOP UPR activ – activators of apoptotic CHOP UPR arm, primary screen, cell-based, CHO-CHOP luciferase reporter, luminescence, uHTS | activation, % at 10 µM | AID 449763, 2010 | actives 0.34% (n = 330,000) | UPR activation; percent of tunicamycin response over DMSO baseline;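 active = at 10 µM dose, activation of 40% or more, normalized to positive control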;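 also: 100% = tunicamycin at 10 µg/mL and 0% = DMSO alone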
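System: CHO-CHOP luciferase reporter cell line; amount: 500 cells/well; buffer or medium: F12 medium containing 10% fetal bovine serum; incubation: 6 h compound exposure at 37 °C after overnight seeding; measured by: luciferase luminescence after 10 min with Steady-Glo reagent; evaluation: % reporter activation, DMSO baseline versus tunicamycin full activation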
Jurkat NFkB inh – inhibitors of induced NF-kB luciferase reporter, primary screen, TCR NF-kB activation inhibitor project, cell-based, luminescence, uHTS; AID 435003, 2010; inhibition, % at 4 µM; Jurkat, PMA/ionomycin-induced NF-kB luciferase reporter; actives 0.53% (n = 330,000); in the data active = inhibition above about 50%
UPR XBP1 act – activators of adaptive XBP1 UPR arm, primary screen, cell-based, CHO-XBP1 luciferase reporter, luminescence, uHTS. actives 0.33% (n = 330,000). activation, % at 20 µM. IRE1-XBP1 UPR activation; percent of tunicamycin response, DMSO as zero;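 active = versus positive control, 20 µM dose yields 30% or more activation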;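 also: 100% = tunicamycin at 10 µg/mL and 0% = DMSO only wells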
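Signal: luciferase luminescence; Assay system: CHO-XBP1 luciferase reporter cells; Amount: one thousand reporter cells per well; Dosing: 20 µM single concentration, DMSO 1%; Benchmarks: high control tunicamycin 10 µg/mL final, low control DMSO vehicle only; Schedule: 6 h compound exposure at 37 °C, 5% CO2; Evaluation: percent activation relative to tunicamycin reference.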
EBI2 antag – EBI2 receptor antagonists, beta-arrestin recruitment, primary screen, cell-based, luminescence, 7a,25-OHC stimulation, uHTS; G-protein coupled receptor 183 (Homo sapiens), P32249; 7a,25-OHC stimulated; inhibition, % at 5 µM; actives 0.81% (n = 360,000); AID 651636, 2012; in the data active = inhibition above about 38%;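 also: enzyme fragment complementation signal reports receptor beta-arrestin coupling in cells; 0% = agonist plus DMSO wells and 100% = wells without agonist; some results beyond the cut were filed as inactive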
Target sequence (P32249 whole entry, looked up, the tested form may be a part): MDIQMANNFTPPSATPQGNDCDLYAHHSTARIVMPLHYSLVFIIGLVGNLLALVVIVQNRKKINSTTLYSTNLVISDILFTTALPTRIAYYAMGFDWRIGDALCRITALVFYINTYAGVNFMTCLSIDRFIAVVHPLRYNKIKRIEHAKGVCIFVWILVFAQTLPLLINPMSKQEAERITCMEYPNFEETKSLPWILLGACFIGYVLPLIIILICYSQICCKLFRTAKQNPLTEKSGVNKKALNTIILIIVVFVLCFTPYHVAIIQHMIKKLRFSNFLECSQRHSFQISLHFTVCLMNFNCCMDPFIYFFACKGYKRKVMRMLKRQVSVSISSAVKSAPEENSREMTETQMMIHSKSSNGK
CXCR6 block – CXCR6 receptor inhibitors, primary screen, cell-based, beta-arrestin, luminescence, CHO-K1 PathHunter, 1536-well; actives 0.36% (n = 360,000); AID 602244, 2012; inhibition, % at 20 µM; in the data active = inhibition above about 34%, passing the limit was not always enough;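 also: antagonist mode with CXCL16 agonist at 10 nM final; 0% = 10 nM CXCL16 with DMSO and 100% = unstimulated wells without agonist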
Target sequence (O00574 whole entry, looked up): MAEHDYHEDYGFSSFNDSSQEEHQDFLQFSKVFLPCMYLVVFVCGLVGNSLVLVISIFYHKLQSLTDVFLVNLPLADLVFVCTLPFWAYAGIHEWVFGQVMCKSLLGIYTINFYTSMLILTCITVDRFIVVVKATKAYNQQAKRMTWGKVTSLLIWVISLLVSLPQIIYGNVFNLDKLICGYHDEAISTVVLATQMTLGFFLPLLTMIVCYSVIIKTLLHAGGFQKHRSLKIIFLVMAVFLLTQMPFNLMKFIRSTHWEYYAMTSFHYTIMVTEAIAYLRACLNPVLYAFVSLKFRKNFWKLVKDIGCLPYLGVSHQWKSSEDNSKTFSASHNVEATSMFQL
Gli-Sufu block – Gli-Sufu pathway antagonists, primary screen, luciferase luminescence, Sufu-KO-LIGHT cells, uHTS; Sufu-KO-LIGHT fibroblasts, Gli luciferase reporter luminescence; inhibition, % at 5 µM; actives 0.74% (n = 340,000);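 active = inhibition above about 55%, limit read from the data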;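 also: 0% = DMSO-treated cells and 100% = wells with medium but no cells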
Mdm2 MdmX PPI – inhibitors of human Mdm2-MdmX association, primary screen, cell-based, luminescence, split luciferase, SaOS-2, uHTS. Protein Mdm4 (Homo sapiens) + E3 ubiquitin-protein ligase Mdm2 (Homo sapiens), …. SaOS-2 split-luciferase Mdm2/MdmX complementation. inhibition, % at 8 µM. actives 3% (n = 330,000). AID 485346, 2010;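 active = inhibition of at least 50% at 8 µM in the primary screen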
CCR6 antagonist – CCR6 receptor antagonists, primary screen, cell-based, CHO-K1, luminescence, beta-arrestin, uHTS; actives 0.49% (n = 340,000); CHO-K1 CCR6 PathHunter beta-arrestin, CCL20-stimulated; C-C chemokine receptor type 6 (Homo sapiens), P51684; inhibition, % at 20 µM;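 active = compounds whose inhibition of the agonist-driven luminescence signal at 20 µM reaches about 50%, limit read from the data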;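 also: cells stimulated with CCL20 at 14 nM final; plate controls were DMSO with CCL20 for no effect and DMSO without agonist for full effect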
Target sequence (P51684 whole entry, looked up): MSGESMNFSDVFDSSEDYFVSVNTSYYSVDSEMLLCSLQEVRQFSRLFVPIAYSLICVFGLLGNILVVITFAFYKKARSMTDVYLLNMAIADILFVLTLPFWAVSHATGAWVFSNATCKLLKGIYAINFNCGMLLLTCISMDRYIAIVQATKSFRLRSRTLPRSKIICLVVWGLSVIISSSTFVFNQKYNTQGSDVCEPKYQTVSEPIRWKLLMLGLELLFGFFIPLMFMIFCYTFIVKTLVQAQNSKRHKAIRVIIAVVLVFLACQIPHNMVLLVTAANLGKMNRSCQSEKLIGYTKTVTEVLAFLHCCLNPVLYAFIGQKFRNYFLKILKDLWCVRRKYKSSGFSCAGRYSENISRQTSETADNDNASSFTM
697 NFkB inh – inhibitors of PMA/ionomycin-induced NF-kB reporter, 697 cells, primary screen, B-cell NF-kB inhibitor project, cell-based, luminescence, uHTS | 697 B-cell NF-kB luciferase reporter, 16 h | inhibition, % at 4 µM | actives 0.33% (n = 330,000) | AID 435022, 2010; in the data active = inhibition above about 35%
An asterisk follows results filed as active; nt = no result given.

SMILES	CHOP UPR activ	Jurkat NFkB inh	UPR XBP1 act	EBI2 antag	CXCR6 block	Gli-Sufu block	Mdm2 MdmX PPI	CCR6 antagonist	697 NFkB inh
CC1(C)Cc2c(C#N)c(SCc3nc4ccccc4[nH]3)nc(N3CCOCC3)c2CO1	1.0	10.3	1.1	15.2	11.6	8.6	12.0	-4.4	-2.3
C/C(=N\NC(=O)CNC(=O)C(c1ccccc1)c1ccccc1)c1ccccc1	-0.9	10.5	-1.8	2.2	-4.8	-4.6	16.8	2.8	8.6
O=S(=O)(Nc1cccc(F)c1)c1cccc2nsnc12	-1.5	16.2	0.1	1.2	8.2	-0.7	13.4	13.6	5.0
O=S(=O)(c1ccc(OCC(O)CN2CCN(c3ccccc3O)CC2)cc1)N1CCOCC1 (stereo unspecified)	-1.0	4.5	-0.3	-15.4	-13.2	6.3	17.6	3.8	-2.5
CCOc1ccccc1Oc1c(C)oc2c(CN3CCN(C)CC3)c(O)ccc2c1=O	1.6	0.4	-1.0	-6.8	-2.9	3.4	23.7	-3.6	1.9
Cc1ccc(-n2ncc3c(=O)n(CC(=O)N(C)C)cnc32)cc1C	2.2	-5.4	-0.7	-6.9	-5.5	-11.8	-24.1	1.9	-17.4
CC12C=CC3(O1)C(C(=O)N(c1cccnc1)C3C(=O)NC1CCCCC1)C2C(=O)Nc1ccccc1 (stereo unspecified)	2.2	15.4	0.0	-6.9	-6.2	3.8	18.0	0.6	0.2
CNC(=S)N(Cc1cc2ccc(OC)cc2[nH]c1=O)CC1CCCO1 (stereo unspecified)	0.3	15.2	1.0	-1.0	-3.9	1.6	5.3	8.0	7.5
COc1cccc(C(=O)CSc2nnnn2C2CCCCC2)c1	3.3	-35.8	3.6	2.7	-4.7	-28.7	-16.0	9.8	-58.0
Cc1nc(C#N)c(NCc2ccc3c(c2)OCO3)o1	2.3	5.8	-3.0	-6.0	3.3	0.7	20.1	24.4	1.6
C(=N\NC(=Nc1ccccc1)c1ccccn1)/c1ccccn1	5.4	-6.9	-1.7	-2.2	-3.4	1.8	-17.3	2.6	-9.6
COC(=O)C(Cc1ccc(O)cc1)NC(=O)CCc1ccco1 (stereo unspecified)	1.9	13.7	-1.9	-1.6	-3.3	-16.1	10.0	10.7	10.0
CC(C)(C)c1cc(C(=O)Nc2cccc3ccccc23)ccn1	1.4	7.8	3.7	-6.0	-0.7	4.0	20.8	-7.2	-8.7
COc1ccccc1NS(=O)(=O)c1cccc(NC(=O)c2sc3ccccc3c2Cl)c1	-0.8	11.9	-1.7	18.6	-12.6	6.7	16.6	13.4	-55.7
COc1ccc(-c2sc3ccccc3c2/C=C/c2ccc(OC)c(OC)c2)cc1	0.5	-0.5	4.8	-7.3	-7.7	-27.9	11.7	-2.6	-12.5
COc1ccc(OC)c(NC(=O)COC(=O)/C=C/c2ccccc2Cl)c1	-0.2	-7.9	-1.1	4.7	2.0	6.7	-8.4	15.6	-19.2
COc1ccc(OCC(=O)N2CCN(c3nnc(-c4ccc(C)cc4)c4ccccc34)CC2)cc1	4.7	28.8	-4.7	96.1*	-3.3	2.5	28.2	16.9	-18.3
Cc1ccc2[nH]c(=O)c(CN(CCN3CCOCC3)C(=O)Nc3ccc(F)cc3)cc2c1	1.7	-5.1	-4.4	7.4	4.5	4.0	-6.2	10.4	9.2
OCCC1CN(Cc2cccn2-c2cccnc2)CCN1C1CCCCC1 (stereo unspecified)	-0.2	8.5	-1.6	-5.7	7.5	-17.9	-0.1	14.3	1.6
CN(C(=O)c1cccc(NC(=O)Cc2ccc(NC(=O)C3CCCN(C(=O)C4CC4)C3)cc2)c1)C1CCCCC1 (stereo unspecified)	nt	nt	nt	-3.7	-2.6	-2.6	nt	2.3	nt

Ordered by length of the SMILES (low to high): five of the compounds above
SMILES	CHOP UPR activ	Jurkat NFkB inh	UPR XBP1 act	EBI2 antag	CXCR6 block	Gli-Sufu block	Mdm2 MdmX PPI	CCR6 antagonist	697 NFkB inh
COc1cccc(C(=O)CSc2nnnn2C2CCCCC2)c1	3.3	-35.8	3.6	2.7	-4.7	-28.7	-16.0	9.8	-58.0
COC(=O)C(Cc1ccc(O)cc1)NC(=O)CCc1ccco1 (stereo unspecified)	1.9	13.7	-1.9	-1.6	-3.3	-16.1	10.0	10.7	10.0
CC(C)(C)c1cc(C(=O)Nc2cccc3ccccc23)ccn1	1.4	7.8	3.7	-6.0	-0.7	4.0	20.8	-7.2	-8.7
COc1ccc(-c2sc3ccccc3c2/C=C/c2ccc(OC)c(OC)c2)cc1	0.5	-0.5	4.8	-7.3	-7.7	-27.9	11.7	-2.6	-12.5
CC12C=CC3(O1)C(C(=O)N(c1cccnc1)C3C(=O)NC1CCCCC1)C2C(=O)Nc1ccccc1 (stereo unspecified)	2.2	15.4	0.0	-6.9	-6.2	3.8	18.0	0.6	0.2

Further compounds follow.
SMILES	CHOP UPR activ	Jurkat NFkB inh	UPR XBP1 act	EBI2 antag	CXCR6 block	Gli-Sufu block	Mdm2 MdmX PPI	CCR6 antagonist	697 NFkB inh
O=C(NCc1nnc(SCC(=O)N2CCOCC2)o1)c1ccccc1F	-1.9	-9.1	-4.9	-7.2	-12.3	-5.8	17.6	8.9	11.9
CC(C)(C)OC(=O)N1CCCC(C(=O)Nc2cccc(C(=O)N3CCOCC3)c2)C1 (stereo unspecified)	nt	nt	nt	-7.8	-1.1	-1.9	nt	-2.5	nt
CCN(CC)Cc1c(O)ccc2c(=O)c(-c3ccccc3Cl)coc12	4.0	0.6	-4.7	-13.2	-18.3	2.5	17.2	17.0	0.8
Cc1ccccc1NC1=C/C(=N\S(=O)(=O)c2ccc(C(=O)O)cc2)c2ccccc2C1=O	5.9	-5.1	1.7	7.9	17.8	10.5	84.7*	42.3	-2.3
O=C(NCCc1ccc(Cl)cc1)c1n[nH]c2ccccc12	4.0	-16.9	-2.0	9.1	5.0	-19.6	-5.0	5.1	-13.5
Cc1nn(Cc2ccccc2Cl)c(C)c1NC(=O)c1cc(-c2ccc(F)cc2)on1	0.5	7.1	-2.0	1.1	0.6	6.7	7.0	16.5	1.0
CCC(=O)NCCC(c1ccco1)c1ccccc1OC (stereo unspecified)	-1.5	-2.9	-2.2	8.0	9.7	5.0	14.0	10.8	-15.7
CCc1c(C2(O)CCCCC2)[nH]c2ccc(C(=O)OC)cc12	4.1	9.0	1.2	-8.8	5.7	0.6	-15.8	-18.7	-32.9
COc1ccc(NC(=O)C(=O)Nc2cccc3cccnc23)cc1OC	4.8	-1.7	6.4	-23.7	5.6	-31.1	23.4	11.4	-42.6
COc1cc(OC)c(NC(=O)CCNC(=O)Cn2cnc3ccccc3c2=O)cc1Cl	0.4	8.8	1.9	-10.3	-0.5	-4.0	26.3	-2.7	23.9
CC(C)N(CCC#N)C(=O)Nc1ccc2c(c1)CCO2	0.5	12.5	2.7	-9.8	-1.0	3.2	16.5	1.6	-0.4
O=S(=O)(Nc1cccc(S(=O)(=O)N2CCCC2)c1)c1ccc(F)cc1	-1.5	11.4	-2.2	3.5	-12.9	-7.9	-1.9	4.2	2.0
C#CCNC(=O)C1=C[C@@H](c2ccc(Br)cc2)C[C@@H](OCc2ccc(CO)cc2)O1	5.9	-36.9	0.8	9.3	7.4	-1.9	12.2	9.3	-24.1
O=C(/C=C/c1ccc(Cl)c(Cl)c1)n1cccn1	1.5	4.4	-0.2	-5.2	5.4	5.7	44.8	2.8	1.7
O=C(COC(=O)c1ccc([N+](=O)[O-])s1)NCc1ccccc1	-0.1	7.1	-2.4	-7.6	-18.9	4.3	6.3	-1.1	10.7
CCCc1cc(=O)oc2c3c(cc(OCC(=O)N4CCC[C@H]4C(=O)O)c12)OC(C)(C)CC3	-2.2	-1.8	2.6	-11.5	2.7	1.3	4.0	3.4	21.1
CCN1C(=O)/C(=C/N(C(C)=O)c2ccccc2)N(c2ccccc2)C1=S	12.4	-5.8	1.9	-5.8	34.7	1.8	34.7	43.3	-64.6
CC(C)c1nc(CNC(=O)c2cc(COc3c(F)cccc3F)on2)cs1	-1.4	-18.1	-3.6	-8.0	-4.0	-10.0	-24.7	8.3	-9.6
COc1ccc(C(=O)CN2C(=O)NC3(CCc4ccccc43)C2=O)cc1 (stereo unspecified)	4.4	1.3	-4.4	6.3	-2.2	-1.4	-3.4	8.0	6.3
CN(CC(=O)Nc1cccc(F)c1)CC(=O)Nc1ccccc1-c1ccccc1	0.8	4.6	-0.7	10.1	9.2	2.1	27.5	12.2	10.4
O=C(CCNC(=O)C1CCN(S(=O)(=O)c2ccccc2)CC1)Nc1ccccc1	0.8	-4.4	-3.9	15.0	2.9	31.8	10.4	16.7	14.6
COc1ccc(/C=C/C(=O)c2ccncc2)c2ccccc12	4.8	19.1	0.7	-0.5	-26.9	0.9	35.1	0.0	-5.1
CCOC(=O)C1=C(C)OC(N)=C(C#N)C1c1cc2ccccc2nc1N1CCCCC1 (stereo unspecified)	0.3	-4.9	-1.5	nt	nt	50.4	23.7	6.0	2.6
O=C(O)CCN1C(=O)/C(=C\c2ccncc2)SC1=S	-1.2	-0.3	-0.3	1.2	-12.6	-2.0	-14.1	-3.8	8.0
Cn1c(SCC(=O)O)nnc1C1CCCCC1	-0.6	-4.1	-4.2	4.0	-1.2	9.4	-6.2	-0.6	-3.2
CCOc1nc(C)nc(NC(=O)NS(=O)(=O)c2ccccc2Cl)n1	0.5	3.5	2.0	1.7	-4.7	-6.2	7.2	-7.2	4.9
O=C(c1cc2nc(-c3cccs3)cc(C(F)(F)F)n2n1)N1CCCc2ccccc21	0.7	-14.3	3.9	17.2	7.2	6.0	24.4	24.3	-27.5
COc1cc(-c2nnc(SCC(=O)O)n2-c2ccccc2)cc(OC)c1OC	-0.6	8.4	-3.8	3.7	-1.6	-15.9	8.9	-5.1	3.4
COc1ccc2[nH]cc(C(=O)C(=O)N3CCCCC3)c2c1	-1.2	-0.1	0.5	-7.1	-8.1	nt	17.8	12.8	18.2
O=C(CNC(=O)C12CC3CC(CC(C3)C1)C2)OCc1ccc(F)cc1Cl	0.8	6.4	-0.6	-1.7	-5.8	-0.9	32.7	3.4	16.6
C=CCn1c(O)c(N=NC(=O)c2cccnc2)c2cc(Br)ccc21	-2.7	-7.0	3.2	5.4	2.8	-8.8	42.8	24.9	15.0
Fc1ccc(C2CCCCN2Cc2nc(CC3CC3)no2)cc1 (stereo unspecified)	-0.4	1.5	0.8	-12.0	1.5	-0.8	23.3	22.0	-23.4
O=C1CC(N2CCN(Cc3ccc4c(c3)OCO4)CC2)C(=O)N1Cc1ccc(N2CCCC2=O)cc1 (stereo unspecified)	2.2	5.9	1.5	-14.9	1.1	-6.3	14.9	-8.8	-6.8
CCOC(=O)C(NC(=O)c1ccccc1)=C1CCCCC1	-1.6	-0.7	-3.0	0.9	0.1	-1.6	-25.0	-0.5	5.3
COc1ccc(-n2c(C)c(C(C)=O)c(C(C)=O)c2C)cc1OC	-1.0	3.3	0.2	-3.7	3.1	7.0	-5.2	13.0	-6.4
